Screens deposited in PubChem BioAssay by National Center for Advancing Translational Sciences (NCATS).
ALOX15B inhib – blocks human 15-lipoxygenase 2 activity; hit rate 0.56% among 110,000; AID 881; O15296; Potency, µM (top dose mostly 57.1 µM), for the others: at the top dose activity change, negative = inhibition, actives largely listed as inhibitors; purified 15hLO-2, xylenol orange hydroperoxide absorbance; further: potency means the concentration at half of the fitted maximal effect; nearly all actives have a fitted effect of over 60% in size; many of its hits are not listed in these tables
Target sequence (O15296 whole entry, looked up): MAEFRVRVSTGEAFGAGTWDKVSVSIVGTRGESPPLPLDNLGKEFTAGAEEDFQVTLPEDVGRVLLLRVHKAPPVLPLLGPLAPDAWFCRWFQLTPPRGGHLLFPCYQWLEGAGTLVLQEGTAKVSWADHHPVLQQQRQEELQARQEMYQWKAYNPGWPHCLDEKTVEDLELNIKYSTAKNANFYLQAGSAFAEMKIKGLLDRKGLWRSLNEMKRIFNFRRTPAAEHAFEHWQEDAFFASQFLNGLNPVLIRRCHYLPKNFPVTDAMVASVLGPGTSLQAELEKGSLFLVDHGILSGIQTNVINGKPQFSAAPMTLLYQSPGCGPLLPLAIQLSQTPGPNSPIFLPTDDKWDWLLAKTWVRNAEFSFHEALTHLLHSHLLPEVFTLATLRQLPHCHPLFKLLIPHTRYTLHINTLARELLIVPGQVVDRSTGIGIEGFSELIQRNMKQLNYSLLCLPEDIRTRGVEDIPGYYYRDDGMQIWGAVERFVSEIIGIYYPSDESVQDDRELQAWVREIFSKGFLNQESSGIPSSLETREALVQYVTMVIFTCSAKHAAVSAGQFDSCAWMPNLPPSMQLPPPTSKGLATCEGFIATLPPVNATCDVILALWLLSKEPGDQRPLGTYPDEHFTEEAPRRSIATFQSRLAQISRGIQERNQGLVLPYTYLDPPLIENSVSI
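Purified human 15hLO-2 (50 nM final) preincubated with compounds 15 min at room temperature in 25 mM Hepes pH 7.5, 0.01% Triton X-100, then 45 uM arachidonic acid added for 90 min; hydroperoxide detected via ferrous/xylenol orange, 573/405 nm absorbance ratio.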
IMPase cell inh – membrane-permeable compound that blocks inositol monophosphatase | CHO-M1 cells, IP1 accumulation, HTRF TR-FRET ratio | P97697 | AID 901 | 120,000 tested, under 10 active | inhibition (IP1 accumulation), % at 46.1 µM; active means well fitted curve in the direction sought with a large enough effect in the signal ratio, not every such curve was filed as active; inconclusive means small, poorly fitted or top-dose-only effect, or a change in a side signal; inactive means no such curve, though single readings can be large or run the other way; the % refers to the signal ratio;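 further: cells stimulated with carbachol in lithium chloride buffer; plate controls were DMSO basal wells for no effect and reference inhibitor wells for full effect; higher means more IMPase inhibition seen as more IP1 and lower FRET ratio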
Target sequence (P97697 whole entry, looked up): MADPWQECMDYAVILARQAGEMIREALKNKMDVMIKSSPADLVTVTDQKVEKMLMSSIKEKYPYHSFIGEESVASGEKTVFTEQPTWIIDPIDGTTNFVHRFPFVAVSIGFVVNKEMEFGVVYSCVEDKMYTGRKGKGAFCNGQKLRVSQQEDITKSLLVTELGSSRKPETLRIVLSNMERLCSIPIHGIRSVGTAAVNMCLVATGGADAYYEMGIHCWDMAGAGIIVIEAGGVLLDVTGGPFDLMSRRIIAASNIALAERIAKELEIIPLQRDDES
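CHO-M1, 2000 cells/well, cultured 16–30 h; cpd up to 46 uM; carbachol (50 uM solution, stimulation buffer w/ 50 mM LiCl, pH 7.4), 30 min 37C; IP-One TR-FRET, 10 min RT; Ex 320/Em 665, 620; Hill-fit AC50.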
PNC assembly inh – perinucleolar compartment assembly inhibition. PC3M PTB-GFP, PNC prevalence imaging, 16 h; stronger effect = lower value. activity change (PNC), negative = inhibition, % at 10 µM. hit rate 3.1% among 140,000;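 active means readout at or below -70, meaning at least 70% loss of cells showing the perinucleolar compartment, a nuclear body marking cancer cells; inconclusive means readout between -30 and a set limit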;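 further: plate controls were DMSO wells for no effect and camptothecin positive control wells for full effect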
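Compounds are pinned in duplicate onto adhered PC3M cells stably expressing GFP-tagged PTB and incubated 16 h at 37 C. Cells are then fixed, nuclei stained with Hoechst, and PNC-positive cells counted.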
12-hLO inh – inhibitors of human 12-lipoxygenase (ALOX12); P18054; Potency, µM (highest dose often 57.1 µM), for the others: at the highest dose activity change, negative = inhibition, usual class: inhibitors; AID 1452; hit rate 0.12% among 150,000; purified 12-hLO, xylenol orange hydroperoxide absorbance; further: potency means the concentration at half of the fitted maximal effect; nearly all actives have a fitted effect of over 55% in size; many of its hits are not listed in these tables
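Hydroperoxide formation by human 12-lipoxygenase from 40 uM arachidonic acid was followed colorimetrically via ferric-xylenol orange complex, using the 573/405 nm absorbance ratio. Enzyme concentration was 150 nM, with 30 min reaction at room temperature.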
* = called active by the depositor; u = inconclusive; x = not tested or not shown; [ ] = remark or other dose. Unless noted, the call rests on the fitted dose curve; in most records, active means well fitted curve in the direction sought with a large enough effect; inconclusive means small, poorly fitted or top-dose-only effect, or another doubt; inactive means no such curve, though single readings can be large; an effect the other way counts as inactive or inconclusive. Unless noted, on the % scale 0 is the no-effect control and ±100 the full control effect. Not all compounds are listed (hit frequency here may not be typical).

ALOX15B inhib,PNC assembly inh,12-hLO inh,IMPase cell inh,SMILES
-4%,8,1%,7,Cc1nc2sc(C(c3cccc(F)c3)N3CCOCC3)c(O)n2n1 (stereo not drawn)
x,72,-2%,x,COc1ccc(OC)c(NC(=O)C(=O)NCc2ccncc2)c1
6%,20,0%,0,CCOC(=O)c1[nH]c2ccccc2c1NC(=O)C(CC)CC
-2%,9,-4%,-3,CC1Cc2ccccc2N1C(=O)Cc1cccs1 (stereo not drawn)
x,22,-16%,0,CCc1ccc(NC(=O)C(=O)NCCN2CCN(C(=O)c3ccco3)CC2)cc1
x,u,9%,-5,O=C(c1cccnc1)N1CCN(S(=O)(=O)c2ccc(Cl)cc2)CC1
x,46,2%,13,Cc1sc2ncnc(NCc3cccs3)c2c1C
-10%[2.29 µM],-14,-2%,8,COc1ccc2cc(C#N)c(SCC(=O)N3CCCC3)nc2c1
x,16,-6%,-1,COc1ccc(NC(=O)Cn2cc(S(=O)(=O)Cc3ccccc3)c3ccccc32)c(OC)c1
6%,25,-3%,3,COc1ccc(N(CC(=O)Nc2cccc(C(C)=O)c2)S(C)(=O)=O)cc1OC
u,93,0%,12,O=c1[nH]c(Nc2ccccc2)cc2ccccc12
x,42,0%,-2,c1cncc(-c2cccnc2)c1
x,-27,1%,x,CCC(=O)Nc1ccc(/C(C)=N/NC(=O)c2c(-c3ccccc3Cl)noc2C)cc1
-5%,u,-23%,-4,COc1cc(NS(=O)(=O)c2ccc(NC(=O)COc3ccc(C)cc3C)cc2)nc(OC)n1
-8%,28,0%,8,CCOc1cc(N2CCOCC2)c(OCC)cc1NC(=O)CN1C(=O)NC(Cc2ccccc2)C1=O (stereo not drawn)

Record cards, as listed above. Order of values: ALOX15B inhib, PNC assembly inh, 12-hLO inh, IMPase cell inh
Record of Cc1nc2sc(C(c3cccc(F)c3)N3CCOCC3)c(O)n2n1 (stereo not drawn) = -4%, 8, 1%, 7
Record of COc1ccc(N(CC(=O)Nc2cccc(C(C)=O)c2)S(C)(=O)=O)cc1OC = 6%, 25, -3%, 3
Record of COc1ccc(NC(=O)Cn2cc(S(=O)(=O)Cc3ccccc3)c3ccccc32)c(OC)c1 = x, 16, -6%, -1
Record of COc1ccc(OC)c(NC(=O)C(=O)NCc2ccncc2)c1 = x, 72, -2%, x
Record of COc1cc(NS(=O)(=O)c2ccc(NC(=O)COc3ccc(C)cc3C)cc2)nc(OC)n1 = -5%, u, -23%, -4

The list continues:
ALOX15B inhib,PNC assembly inh,12-hLO inh,IMPase cell inh,SMILES
8%,u,0%,16,COc1ccc(CN2CCC(C(=O)NCCc3ccc(OC)c(OC)c3)CC2)c(OC)c1
2%,9,-1%,-1,N#Cc1ccc(CSc2nnc(-c3cccnc3)n2-c2ccccc2)cc1
-8%,20,-7%,10,Cc1cc(C)nc(NC(=NCCc2c[nH]c3ccccc23)NC(=O)c2ccco2)n1
-3%,9,3%,0,CCN(CC)C(=O)CSc1nc2sc3c(c2c(=O)n1-c1ccc(C)cc1)CC(C)(C)SC3
x,-25,1%,5,Cc1cc(C)nc(Sc2nc(Nc3ccccc3)nc(Sc3nc(C)cc(C)n3)n2)n1
-1%,-1,-4%,6,COc1ccc2c(c1)C(C)=CC(C)(C)N2C(=O)CSc1nnc(-c2ccc(C)cc2)o1
x,-3,-1%,-6,C=CCN1C(=O)/C(=C/c2cccs2)S/C1=N\S(=O)(=O)c1ccc(F)cc1
8%,49,-3%,-1,N#Cc1nc(-c2cccc3ccccc23)oc1N1CCCCC1
-3%[0.0915 µM],x,-1%[0.00818 µM],x,CC(=O)c1ccc(-c2c(C)cc3oc(=O)cc(-c4ccccc4)c3c2C)cc1
x,u,5%,0,O=[N+]([O-])c1ccc(-c2cn(-c3ccc(Cl)cc3)c(=S)[nH]2)cc1
4%,2,-3%,-1,O=C(c1ccccc1)N1CCN2C(=O)c3ccccc3C12c1ccc(Cl)cc1 (stereo not drawn)
x,-14,5%,-3,Cc1ccc(NC(=O)CSc2nnc(Cn3c(=O)sc4ccccc43)n2C)cc1Cl
x,5,-2%,5,O=C1C2C3c4ccccc4C(c4ccccc43)[C@@H]2C(=O)N1c1cccnc1 (stereo partly drawn)
-4%,-27,-3%,3,N#Cc1ccsc1NC(=O)c1ccccn1
-2%,-2,-2%,7,CCOC(=O)CCCNC(=O)c1cncc(Br)c1
x,34,-1%,x,O=C1S/C(=C\c2ccccc2)C(=O)N1CC(O)Cn1c2ccccc2c2ccccc21 (stereo not drawn)
-6%,3,-2%,2,CCN(CC)C(=O)CN(Cc1ccccc1)S(=O)(=O)c1ccc(F)cc1
-1%,12,-7%,-9,NC(=O)c1c(NC(=O)c2ccco2)sc2c1CCC2
-8%,22,-2%,-1,CCOC(=O)CSC1=Nc2ccccc2C2=NC(CC(=O)NCc3cccs3)C(=O)N12 (stereo not drawn)
7%,x,-6%,x,CC(=O)N1CCC2(CCCN(c3ncccn3)C2)CC1
x,u,-3%,x,CC(CCc1ccccc1)NC(=O)COC(=O)c1cc(NS(=O)(=O)c2ccc(Cl)c([N+](=O)[O-])c2)ccc1O (stereo not drawn)
2%,30,-2%,-11,O=C1OC(Nc2nccs2)c2ccccc21 (stereo not drawn)
x,-25,-7%,13,CC(C)(C)N(Cc1ccccc1)C(=O)COC(=O)CCc1c[nH]c2ccccc12
x,48,2%,x,CCOC(=O)C1=C(C(F)(F)F)Nc2ncnn2C1c1ccc(OC)cc1OC (stereo not drawn)
x,-28,1%,x,CCN(CC)C(=S)Nc1cc(C(=O)OC)ccc1C(=O)OC
x,14,3%,-8,CC(C)(C)NC(=O)Cn1c(=O)oc2ccc(Cl)cc21
0%,-8,-3%,-6,CCCCOc1ccc(-c2ncc(C(=O)O)c(C)n2)cc1
x,-8,-2%,2,Cc1ccc(C2CC(c3ccc(Cl)cc3)n3nc(N)nc3N2)cc1 (stereo not drawn)
3%,34,-2%,18,CCOc1cccc2cc(C(=O)NCc3cccnc3)c(=O)oc12
x,12,-20%,-3,Cc1ccc(C(=O)CC(=O)COc2ccc(Cl)cc2)cc1
6%,-27,1%,8,O=C(Nc1ccsc1C(=O)NC1CCCCC1)c1ccccc1
x,u,-3%,x,O=C1N=C(N2CCCCC2)S/C1=C\c1cn[nH]c1-c1ccccc1
x,-25,-3%,x,O=[N+]([O-])c1ccc(N=Cc2sc3ccccc3c2O)cc1
-6%,u,4%,4,Cn1c(SCC(=O)OCC(=O)c2ccccc2)nnc1-c1cccs1
3%,-28,2%,-2,CCOC(=O)C(O)(CCC(O)(C(=O)OCC)C(=O)OCC)C(=O)OCC
-9%,16,-5%,-2,c1ccc(OCCn2c(-c3ccco3)nc3ccccc32)cc1
-1%,-26,2%,u,Cc1ccn2cc(CCNS(=O)(=O)c3ccc(F)c(C(F)(F)F)c3)nc2c1
10%,5,6%,6,COc1ccccc1NC(=O)CCN1CCN(Cc2ccccc2)CC1
x,-113*,0%,x,CCCCOC(=O)Nc1ccccc1C(=O)N1CCCC1
x,90,-6%,3,COC(=O)C1C(=O)c2c([nH]c(C(=O)OC3CCCCC3)c2C)CC1C (stereo not drawn)
33%[activator],u,4%,-6,COc1cc2c(cc1NC(=O)c1cc(-c3ccncc3)nc3ccc(C)cc13)oc1ccccc12
11%,-27,6%,3,O=C(Nc1ccn(Cc2c(F)c(F)c(F)c(F)c2F)n1)c1cccc(Cn2cc([N+](=O)[O-])cn2)c1
-9%,20,1%,13,CCOc1ccc(C2NC(=O)C(C#N)=C(S)N2c2ccc(OC)cc2)cc1OC (stereo not drawn)
-2%,-3,-12%,3,COC(=O)c1[nH]c2c(c1C)C(=O)CC(c1ccc(C)cc1)C2 (stereo not drawn)
-4%,-7,-1%,0,O=C(O)COc1c(F)c(F)c(C(F)(F)F)c(F)c1F
-4%,36,-1%,6,CCOc1ccc(C2CC(=O)n3nc(C45CC6CC(CC(C6)C4)C5)nc3S2)cc1OC (stereo not drawn)
u,-8,1%,4,O=C1CCCc2c1cc(C(=O)Nc1ccc(Br)cn1)c(=O)n2-c1ccccc1
20%,-20,-18%,15,COc1cc(NCCCC(C)N)c2ncccc2c1 (stereo not drawn)
x,10,-3%,x,COc1ccc(C)cc1NC(=O)C(OC(=O)CNC(=O)c1ccc(Br)cc1)c1ccccc1 (stereo not drawn)
-6%,69,8%,-2,CC1(C)CC(=O)c2cn3ncnc3nc2C1
x,u,1%,x,COC(=O)NNC(=O)Cc1cccc2ccccc12
x,9,-1%,x,CCOC(=O)CCCn1nc(C)n2c(cc3sccc32)c1=O
-9%,-6,-6%,6,COc1ccc(NC(=O)C2CCCN(S(=O)(=O)c3cccnc3)C2)cc1 (stereo not drawn)
-2%,67,-2%,0,COC(=O)c1cc(OC)c(OC)cc1NC(=S)N1CCN(C)CC1
45%[activator],17,-2%,4,CC1CC(C)CN(Cc2nc(N)nc(Nc3ccc4ccccc4c3)n2)C1 (stereo not drawn)
4%,-19,-12%,5,COc1ccc(CCNS(=O)(=O)c2ccc(F)cc2)cc1OC
-18%,-5,-10%,5,COC(=O)c1ccc(C2/C(=C(/O)c3ccc(OC)cc3)C(=O)C(=O)N2Cc2ccco2)cc1 (stereo not drawn)
x,12,1%,x,Cc1ccc(C2(CC(=O)Nc3nccs3)CCOC(C(C)C)C2)cc1 (stereo not drawn)
x,-6,0%,x,Nc1nc(SCc2ccc([N+](=O)[O-])cc2)nc2nc3c(cc12)CCCC3
x,48,-1%,x,Cc1ccc(Cl)cc1-c1ccc(/C=N/n2cnnc2)o1

Next section
ALOX15B inhib,PNC assembly inh,12-hLO inh,IMPase cell inh,SMILES
9%,u,1%,-8,CC(C)Cc1nc(NCCN2CCOCC2)c(C#N)c2c1COC(C)(C)C2
x,-18,5%,x,CCN(CC)C(=O)CSC1=C(C#N)C(c2ccco2)C(C(=O)OCCOC)=C(C)N1 (stereo not drawn)
x,-24,-3%,x,CCOc1cc(C(=O)Nc2ccccc2F)cc(Br)c1OCC
7.9µM*,x,u,x,O=C(O)c1ccc2cc(-c3ccc(O)c(C45CC6CC(CC(C6)C4)C5)c3)ccc2c1
2%,39,0%,-13,CCCn1c(SCC(=O)Nc2c(C)cccc2CC)nnc1C(C)C
x,61,5%,x,O=C(Nc1cccc(C(F)(F)F)c1)c1ccccc1NC(=O)C1CCCCC1
-7%,36,4%,2,CC(=O)CN1Cc2ccccc2/C1=N\C(=O)Nc1ccccc1
x,1,-1%,-9,Cc1ccc2cccc(N=Cc3c(C)[nH]n(-c4ccccc4)c3=O)c2n1
u,u,u,-5,O=C(NC(=S)N(Cc1ccccc1)Cc1ccccc1)C1CCCCC1
-7%,u,1%,14,Cc1onc(-c2ccccc2Cl)c1C(=O)Nc1ccc(S(=O)(=O)N2CCCC2)cc1
-3%,u,-3%,-4,CCc1nnc(NC(=O)CSc2nc3c(c(=O)n2CC)SC(C)C3)s1 (stereo not drawn)
3%,-1,0%,-6,COc1ccc2[nH]c(C)c(CN3CCC(C)CC3)c(=O)c2c1
x,27,-6%,6,CN(C)c1ccc(/C=C(/C(=O)c2ccc(Cl)cc2Cl)n2cncn2)cc1
-1%,-14,-8%,6,CSc1nnc(CSCc2ccc(Cl)cc2Cl)n1-c1ccccc1
-5%,x,0%,x,COCCn1c(=O)c(-c2ccc(F)c(F)c2)nc2cncnc21
x,-98*,-3%,x,CCCCNS(=O)(=O)c1ccc2nc(SCC(=O)Nc3cccc(F)c3)[nH]c2c1
7%[11.4 µM],x,-6%[11.4 µM],x,CN(C)C[C@H]1CCC[C@@H](CN(C)C)C1=O

An excerpt from above in order of molar mass, rising.
ALOX15B inhib,PNC assembly inh,12-hLO inh,IMPase cell inh,SMILES
9%,u,1%,-8,CC(C)Cc1nc(NCCN2CCOCC2)c(C#N)c2c1COC(C)(C)C2
6%,25,-3%,3,COc1ccc(N(CC(=O)Nc2cccc(C(C)=O)c2)S(C)(=O)=O)cc1OC
-8%,22,-2%,-1,CCOC(=O)CSC1=Nc2ccccc2C2=NC(CC(=O)NCc3cccs3)C(=O)N12 (stereo not drawn)
